Screening data from PubChem BioAssay.
PAFAH1B2 inh: PAFAH1B2 enzyme inhibitors, primary screen, biochemical, fluorescence polarization, human; recombinant PAFAH1B2, FP-rhodamine activity probe; 340,000 compounds, 1.2% hits; inhibition, % at 3.39 µM; Platelet-activating factor acetylhydrolase IB subunit alpha2 (Homo sapiens), P68402; AID 492953, 2010;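 active = inhibition above the mean of all tested compounds plus 3 SD, cut at about 24% in these data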;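 also: 0% = enzyme with DMSO and 100% = wells lacking PAFAH1B2; many of its hits are not listed in these tables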
Target sequence (P68402 whole entry, looked up): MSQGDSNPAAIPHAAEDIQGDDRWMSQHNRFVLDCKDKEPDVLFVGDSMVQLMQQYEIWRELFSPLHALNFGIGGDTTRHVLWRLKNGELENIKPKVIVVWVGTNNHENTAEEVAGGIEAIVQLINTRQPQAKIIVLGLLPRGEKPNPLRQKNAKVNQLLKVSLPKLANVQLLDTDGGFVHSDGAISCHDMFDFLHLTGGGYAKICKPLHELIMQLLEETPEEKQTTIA
PAFAH2 inh: PAFAH2 enzyme inhibitors, primary screen, biochemical, fluorescence polarization, human; 340,000 compounds, 0.99% hits; recombinant PAFAH2, FP-rhodamine activity probe; inhibition, % at 3.39 µM;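 active = inhibition above the mean over all tested compounds plus 3 SD, cut at about 30% in these data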;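 also: inhibitors block probe labeling of enzyme so polarization drops; 0% = enzyme with DMSO and 100% = wells lacking PAFAH2 protein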
PAFAH1B3 inh: PAFAH1B3 enzyme inhibitors, primary screen, biochemical, fluorescence polarization, human; recombinant PAFAH1B3, FP-rhodamine probe; 340,000 compounds, 0.28% hits; inhibition, % at 3.39 µM; Platelet-activating factor acetylhydrolase IB subunit alpha1 (Homo sapiens), Q15102;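 active = inhibition above the screen-wide average of all tested compounds plus 3 SD, cut at about 25% in these data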;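 also: 0% = enzyme with DMSO only and 100% = wells lacking PAFAH1B3 protein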
Target sequence (Q15102 whole entry, looked up): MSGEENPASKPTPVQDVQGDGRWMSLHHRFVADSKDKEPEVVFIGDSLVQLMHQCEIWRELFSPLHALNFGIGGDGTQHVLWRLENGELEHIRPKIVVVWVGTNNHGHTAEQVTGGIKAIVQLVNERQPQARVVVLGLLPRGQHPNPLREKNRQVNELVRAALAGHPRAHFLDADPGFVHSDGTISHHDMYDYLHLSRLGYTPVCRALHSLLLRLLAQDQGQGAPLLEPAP
An asterisk follows results filed as active. An excerpt; count on the stated rates, not on these rows.

SMILES	PAFAH1B2 inh	PAFAH2 inh	PAFAH1B3 inh
CSCCC(NC(=O)COc1ccccc1)C(=O)NCCOc1ccc(C)cc1 (configuration not stated)	8	2	5
COc1ccc2c(ccc[n+]2[O-])c1	1	-1	9
O=C(Nc1ccncc1)Nc1cccc(Cl)c1Cl	0	-9	4
Cc1ccc(N2C(=O)N(CC(=O)Nc3ccccc3C)C(=O)C2C)cc1 (configuration not stated)	-2	-4	2
CCCCN1C(=O)CC(SC2CC(=O)N(CCCC)C2=O)C1=O (configuration not stated)	-3	7	3
COc1ccc(-c2cc([N+](=O)[O-])ccc2OCC(=O)N(C)CC(=O)Nc2ccc(C)cc2)cc1	1	-16	-17
CN(C(=O)c1ccccc1C(=O)OCC(=O)c1ccc(F)c(F)c1)C1CCCCC1	4	29	-3
COc1ccccc1NS(=O)(=O)c1ccc(C)c(C(=O)NC2CCN(Cc3ccccc3)CC2)c1	1	-7	0
COc1ccc(OC)c(C(C)NC(=S)NC2CCCCC2)c1 (configuration not stated)	1	6	-6
Nc1nc(-c2ccco2)nn1C(=O)c1ccccc1Cl	-4	9	3
COC(=O)C1CC2(C(=O)OC)CC(C(=O)OC)(CC(C(=O)OC)C2=O)C1=O (configuration not stated)	-2	-5	-4
CC(=O)c1sc(=S)n(Cc2ccccc2)c1C	9	-5	10
CCC1(C)NC(=O)N(CC(=O)c2cc(C)n(C3CC3)c2C)C1=O (configuration not stated)	4	4	3
O=S(=O)(c1ccc(NCCCO)nc1)N1CCOCC1	0	2	0
O=C(Nc1cc(-c2ccccc2)cs1)c1ccco1	5	1	-1
O=C(O)CSc1cc(NS(=O)(=O)c2cccc([N+](=O)[O-])c2)c2ccccc2c1O	28*	28	49*
C#CCN(C[C@@H](CC(C)C)NC(=O)OC(C)(C)C)S(=O)(=O)c1ccc(Br)cc1F	-5	-6	3
COc1ccc(N2C(=O)C(Cl)=C(N3CCN(Cc4ccccc4)CC3)C2=O)cc1	5	0	-2
CC(C)(C)C1CCc2sc(C(=O)NNC(=O)CCl)cc2C1 (configuration not stated)	17	7	19
CCN(CC)CCNC(=O)c1c(O)c2cccc3c2n(c1=O)CCC3	7	-3	5
Clc1cccc(Cn2ncc3ccccc32)c1	4	4	10
COc1ccc(C2C(C(=O)c3sc(C)nc3C)=C(O)C(=O)N2CCN2CCOCC2)cc1 (configuration not stated)	0	-4	10
O=C(N/N=C/c1ccc2c(c1)OCO2)c1ccn(Cc2ccc(Cl)cc2)n1	0	0	-5
Oc1c(Br)cc(CNC2CCCCC2)cc1Br	-2	9	4
Cc1cccc(NC(=O)CN2CCN(C(=O)CN3C(=O)NC4(CC(C)CC(C)(C)C4)C3=O)CC2)c1C (configuration not stated)	8	-10	9
Additional structures:
SMILES	PAFAH1B2 inh	PAFAH2 inh	PAFAH1B3 inh
Cc1ccc(C(=O)NCC(=O)N(C)Cc2ccc(Cl)cc2Cl)s1	-1	4	8
CC(C)(C)c1ccc(C(=O)NCC(=O)NCC(C)(C)N2CCOCC2)cc1	11	-4	7
COc1ccc(C(CNC(=O)CCNS(=O)(=O)c2ccc(Br)cc2)N2CCCC2)cc1 (configuration not stated)	10	2	10
O=c1[nH]c(-c2ccccc2)ncc1OCc1ccccc1	5	2	7
CC(NC(=O)NC(=O)c1cccc([N+](=O)[O-])c1)C1CC1 (configuration not stated)	5	-2	9
O=[N+]([O-])c1ccc(C=Nc2ccc(Cl)c([N+](=O)[O-])c2)s1	13	60*	16
O=C(CCCCC(=O)OC1CCCCC1)OC1CCCCC1	6	-2	2
CC(=NNC(=O)c1ccncc1)c1ccccc1O	4	-2	10
COc1cccc(CN(c2ccccc2C(=O)O)S(=O)(=O)c2ccc(C)cc2)c1	6	1	8
CC(=O)Nc1sc(C)c(C)c1C(=O)OCC(=O)NCc1ccccc1	3	-5	9
COc1ccc2nc(-c3ccccc3)nc(SC)c2c1	6	4	10
Cc1cccc(NC(=O)CSc2ncnc3sc(C)c(C)c23)n1	-2	1	-6
COc1ccccc1N1CCN(Cc2cnc3ccc(Cl)cn23)CC1	4	2	3
COc1ccc2c(c1)c(=Cc1ccc(N(C)C)cc1)c1cc(-c3ccccc3)[n+](C)n12	-27	-39	-17
O=c1[nH]c(NC2CCN(S(=O)(=O)c3ccccc3C(F)(F)F)CC2)nc2c1CCCC2	7	6	-7
CC(=O)c1ccc(NC(=O)NC2CCCCCCC2)cc1	9	0	2
O=Cc1cc2c(cc1[B-](F)(F)F)OCO2	3	1	-1
CCC(C(=O)OCC(=O)C1(O)CCC2C3CCC4=CC(=O)CCC4(C)C3C(O)CC21C)C(C)C (configuration not stated)	-2	-6	-1
CNc1ccc(Br)cc(C(=O)/C=C/c2cccc(Cl)c2Cl)c1=O	10	44*	15
O=C(COC(=O)c1cc(S(=O)(=O)Nc2ccccc2Cl)ccc1O)Nc1nc2ccccc2s1	-4	7	6
Cc1onc(-c2ccccc2)c1C(=O)N/N=C/c1ccc(O)c([N+](=O)[O-])c1	1	6	5
CCN1CCN(c2cc(C)c3cc(NC(=S)N4CC(C)CC(C)C4)ccc3n2)CC1 (configuration not stated)	8	-5	1
CCOc1cc(N2CCOCC2)c(OCC)cc1NC(=O)COC(=O)c1ccc(OC)c([N+](=O)[O-])c1	4	6	5
CCOC(=O)Cn1cnc(C)c1	5	3	3
COc1cc(OC)cc(C(=O)c2c(C)c(C#N)c3ccccn23)c1	3	0	4
Next section.
SMILES	PAFAH1B2 inh	PAFAH2 inh	PAFAH1B3 inh
CN(C)CCC(=O)N1C/C(=C/c2ccccc2)C(=O)/C(=C\c2ccccc2)C1	-3	5	-1
CC(C)(C)c1ccc(/C=N/NC(=O)C2CCCC2)cc1	11	2	-1
C=CC(=O)N1C/C(=C/c2ccccc2)C(=O)/C(=C\c2ccccc2)C1	1	11	9
COC(=O)c1cccc(NC(=O)CCCN2C(=O)NC3(CCCC3)C2=O)c1	4	5	12
COc1ccc(CCn2c(-c3cccc([N+](=O)[O-])c3)nc3nc4ccccc4nc32)cc1	1	5	2
O=C(Cc1ccccc1)NNC(=O)c1ccc(Br)o1	0	8	-5
CCN1CCN(CCC(=O)Nc2ccc(C)cc2)CC1	0	2	-6
CC(=O)N/C(=C\c1ccccc1)C(=O)NCC(=O)O	-3	0	0
O=C(COc1ccccc1Br)NC(=O)NC1CCCC1	-3	0	2
Cc1cc(O)c2c(c1)C(=O)[C@@]13Oc4c5c(c(O)c6c(O)cc(C)cc46)C(=O)C[C@H](O)[C@H]5[C@@H]1[C@@H](O)CC(=O)C3=C2O	3	0	5
CCN1C[C@@H]2[C@@H]3C(=O)N(Cc4ccccc4)C(=O)[C@@H]3[C@](Cc3ccccc3)(C1=O)N2C(=O)c1ccc(Cl)c(Cl)c1	12	4	3
CCC1CCCCN1CC(=O)c1c(C)[nH]c2cc(C)ccc12 (configuration not stated)	0	3	9
O=C(c1ccc(-c2cccc([N+](=O)[O-])c2)o1)N1CCN(c2ccc([N+](=O)[O-])cc2)CC1	-1	5	-8
O=C(O)c1cc(N=Nc2c(O)ccc3ccccc23)cc(C(=O)O)c1	10	-14	6
O=C(c1ccc(S(=O)(=O)N2CCC(c3nc4ccccc4s3)CC2)cc1)N1CCCCC1	0	3	6
Cc1ccc(C(=O)N(CCN2CCCCC2)CC2CCCN(C3CCCC3)C2)s1 (configuration not stated)	3	2	6
Cc1cc(NC(=O)COC(=O)[C@@H]2CCCN2C(=O)c2cccs2)no1	-1	0	5
COc1ccc(C2(SCC(N)C(=O)O)c3ccccc3-c3ccccc32)cc1 (configuration not stated)	-6	2	-1
O=C1N=C(N2CCOCC2)SC1=Cc1ccco1	0	3	8
COc1c(NC=O)c2c(c([N+](=O)[O-])c1OC)C(=O)OC2	5	-6	18
Cn1c(=O)c2[nH]c(C3CC=CCC3)nc2n(C)c1=O (configuration not stated)	6	4	7
CCN(CC)S(=O)(=O)c1ccc(C(=O)Nc2cc(S(=O)(=O)N3CCOCC3)ccc2N2CCN(C)CC2)cc1	-2	9	0
O=C(NCCc1ccccc1)c1ccc(NC(=O)C2CCCC2)cc1	6	7	4
Cn1c(=O)n(CCN2CCOCC2)c(=O)c2c1nc1n2CCN1c1ccc(Oc2ccccc2)cc1	-1	-1	4
O=C(c1cnc(Cl)c(Cl)c1)N1CCN(S(=O)(=O)c2ccc3ccccc3c2)CC1	3	6	-5
The listing continues:
SMILES	PAFAH1B2 inh	PAFAH2 inh	PAFAH1B3 inh
CC(C)(COC(=O)c1ccccc1)N1CC2CCC(C1)O2	9	0	4
C(=Cc1c[nH]c2ccccc12)c1nccc2ccccc12	5	4	13
CCN1CCN(C(=O)c2cc(S(=O)(=O)N3CC(C)CC(C)C3)ccc2Cl)CC1 (configuration not stated)	3	-4	3
COc1ccccc1CN1CC(C(=O)NCCc2ncccc2C)CCC1=O (configuration not stated)	1	10	3
COc1cc(NC(=O)NCc2ccco2)ccc1-c1ccc(NC(=O)NCc2ccco2)cc1OC	0	2	11
Nc1ncnc(Nc2ccccc2Oc2ccccc2)n1	4	8	7
Cc1nc(C)c(C(=O)OCC(=O)NCCc2ccc(F)cc2)s1	5	31*	-1
O=C(O)CNC(=O)/C(=C\c1ccco1)NC(=O)c1ccco1	-1	0	9

Molecules above that contain an aryl methoxy group:
SMILES	PAFAH1B2 inh	PAFAH2 inh	PAFAH1B3 inh
COc1ccc2c(ccc[n+]2[O-])c1	1	-1	9
COc1ccc(-c2cc([N+](=O)[O-])ccc2OCC(=O)N(C)CC(=O)Nc2ccc(C)cc2)cc1	1	-16	-17
COc1ccccc1NS(=O)(=O)c1ccc(C)c(C(=O)NC2CCN(Cc3ccccc3)CC2)c1	1	-7	0
COc1ccc(OC)c(C(C)NC(=S)NC2CCCCC2)c1 (configuration not stated)	1	6	-6
COc1ccc(N2C(=O)C(Cl)=C(N3CCN(Cc4ccccc4)CC3)C2=O)cc1	5	0	-2
COc1ccc(C2C(C(=O)c3sc(C)nc3C)=C(O)C(=O)N2CCN2CCOCC2)cc1 (configuration not stated)	0	-4	10
COc1ccc(C(CNC(=O)CCNS(=O)(=O)c2ccc(Br)cc2)N2CCCC2)cc1 (configuration not stated)	10	2	10
COc1cccc(CN(c2ccccc2C(=O)O)S(=O)(=O)c2ccc(C)cc2)c1	6	1	8
COc1ccc2nc(-c3ccccc3)nc(SC)c2c1	6	4	10
COc1ccccc1N1CCN(Cc2cnc3ccc(Cl)cn23)CC1	4	2	3
COc1ccc2c(c1)c(=Cc1ccc(N(C)C)cc1)c1cc(-c3ccccc3)[n+](C)n12	-27	-39	-17
CCOc1cc(N2CCOCC2)c(OCC)cc1NC(=O)COC(=O)c1ccc(OC)c([N+](=O)[O-])c1	4	6	5
COc1cc(OC)cc(C(=O)c2c(C)c(C#N)c3ccccn23)c1	3	0	4
COc1ccc(CCn2c(-c3cccc([N+](=O)[O-])c3)nc3nc4ccccc4nc32)cc1	1	5	2
COc1ccc(C2(SCC(N)C(=O)O)c3ccccc3-c3ccccc32)cc1 (configuration not stated)	-6	2	-1
COc1c(NC=O)c2c(c([N+](=O)[O-])c1OC)C(=O)OC2	5	-6	18
COc1ccccc1CN1CC(C(=O)NCCc2ncccc2C)CCC1=O (configuration not stated)	1	10	3
COc1cc(NC(=O)NCc2ccco2)ccc1-c1ccc(NC(=O)NCc2ccco2)cc1OC	0	2	11
